ROC1-CUL1 inh: inhibitors of human ROC1-CUL1 ubiquitin ligase activity; hit rate 0.6% among 140,000; in vitro K48 di-Ub FRET, acceptor:donor ratio, 45 min; inhibition, % at 10 µM; in the data active = inhibition above about 25%
Target sequence (P62877 whole entry, looked up): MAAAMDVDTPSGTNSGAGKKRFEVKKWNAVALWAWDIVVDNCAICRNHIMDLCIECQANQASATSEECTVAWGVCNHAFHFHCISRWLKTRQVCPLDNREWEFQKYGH
Target sequence (Q13616 whole entry, looked up): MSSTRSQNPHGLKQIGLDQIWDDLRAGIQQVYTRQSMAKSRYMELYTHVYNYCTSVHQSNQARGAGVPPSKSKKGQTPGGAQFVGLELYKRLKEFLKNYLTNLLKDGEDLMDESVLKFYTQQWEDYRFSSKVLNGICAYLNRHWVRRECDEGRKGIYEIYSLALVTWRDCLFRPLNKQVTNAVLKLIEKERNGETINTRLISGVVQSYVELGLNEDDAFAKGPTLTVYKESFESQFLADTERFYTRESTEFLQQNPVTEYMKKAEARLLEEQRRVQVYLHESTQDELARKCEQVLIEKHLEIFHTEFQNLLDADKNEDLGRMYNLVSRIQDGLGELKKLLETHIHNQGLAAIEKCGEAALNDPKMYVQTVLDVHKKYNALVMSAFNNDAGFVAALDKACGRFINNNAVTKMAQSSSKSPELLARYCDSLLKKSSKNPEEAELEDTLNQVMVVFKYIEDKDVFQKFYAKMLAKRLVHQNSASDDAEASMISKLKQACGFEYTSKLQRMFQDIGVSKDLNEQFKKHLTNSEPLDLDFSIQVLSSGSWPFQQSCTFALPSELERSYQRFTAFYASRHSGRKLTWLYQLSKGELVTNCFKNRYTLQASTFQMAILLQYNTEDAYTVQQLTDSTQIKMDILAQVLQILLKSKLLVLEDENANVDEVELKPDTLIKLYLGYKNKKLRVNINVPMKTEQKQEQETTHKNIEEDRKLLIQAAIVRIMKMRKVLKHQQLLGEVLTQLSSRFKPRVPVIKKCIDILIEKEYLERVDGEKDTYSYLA
* hit, by the source's call. This is a subset; the hit share may differ from the screen's.

Start of the listing, in advance, five compounds:
ROC1-CUL1 inh | Molecule
10 | CN(C)CCC1c2ccccc2S(=O)(=O)C(CCN(C)C)c2ccccc2S1(=O)=O (stereo not given)
1 | CC(=O)Nc1ccc(C(=O)CSc2nnc3cc(C)c4ccccc4n23)cc1
7 | CC(C)Cn1c(CN(CCO)C(C)C)cnc1S(C)(=O)=O
1 | O=C(c1ncn[nH]1)N1CCN(c2nncc(-c3cccc4ccccc34)n2)CC1
3 | CCN(CC)S(=O)(=O)c1nnc(NC(=O)c2ccc(C(C)C)cc2)s1

The listing, from the first entry:
ROC1-CUL1 inh | Molecule
10 | CN(C)CCC1c2ccccc2S(=O)(=O)C(CCN(C)C)c2ccccc2S1(=O)=O (stereo not given)
1 | CC(=O)Nc1ccc(C(=O)CSc2nnc3cc(C)c4ccccc4n23)cc1
7 | CC(C)Cn1c(CN(CCO)C(C)C)cnc1S(C)(=O)=O
1 | O=C(c1ncn[nH]1)N1CCN(c2nncc(-c3cccc4ccccc34)n2)CC1
3 | CCN(CC)S(=O)(=O)c1nnc(NC(=O)c2ccc(C(C)C)cc2)s1
-8 | COc1ccc(NC(=O)c2c(C)oc3ccc(O)c(CN4CCN(Cc5ccccc5)CC4)c23)cc1Cl
0 | COCCCNC(=O)c1cc2c(=O)n3cccc(C)c3nc2s1
-2 | Cc1cnccc1CN(C)C(=O)CC1C(=O)NCCN1CCC(C)C (stereo not given)
11 | COc1cc(CC2(CCC(=O)N(C)Cc3cc4ccccc4s3)CCC(=O)N2)ccc1F (stereo not given)
9 | CCCS(=O)(=O)c1c(S(=O)(=O)CCC)c2cnccn2c1C(=O)c1ccc(Cl)cc1
-7 | Cc1cnc(N2CCCC(O)C2)nc1-c1ccnn1C (stereo not given)
6 | CN(C)CCON=C1c2ccccc2CCCc2ccccc21
-1 | COc1ccc(NC(=O)c2cc(C)nc3c2c(C)nn3-c2ccc(C)cc2)cc1OC
-1 | Cc1ccc(NC(=O)c2cc(CN3CCOCC3)on2)cc1Cl
0 | CC(C)C(=O)OCCN1CCOCC1
-11 | CCc1nn2c(=O)cc(COC(=O)c3ccccc3NC(=O)COc3ccccc3C)nc2s1
-2 | c1csc(-c2cccc3cccc(-c4cccs4)c23)c1
-5 | COCC1CCN(C(=O)c2cn(C3CCCCC3)nn2)C1 (stereo not given)
2 | CC1(C)OC(=O)C(c2nc3ccccc3c(=O)[nH]2)C(=O)O1
6 | CCN(Cc1nccn1C)C(=O)c1ccc(NCc2ccc(C)o2)nc1
1 | O=C(c1ccoc1)N1CCC2(CCCN(Cc3ccc(F)cc3)C2)C1 (stereo not given)
1 | O=C(CCc1ccncc1)N1CCCC(CCc2cccc(F)c2)C1 (stereo not given)
-2 | CCCc1cc(C(=O)N2CCCC(CO)(Cc3ccc(F)cc3F)C2)n(C)n1 (stereo not given)
0 | CCN(c1ccccc1)c1nnc(NC(=O)Nc2cccc(Br)c2)s1
-4 | COc1ccc(C(C)=O)cc1CSc1nc(C)c(CCC(C)C)c(=O)[nH]1
-7 | Cc1cc(C)c(NC(=O)C2CCCN2CCOC(=O)c2ccccc2)c(C)c1 (stereo not given)
-1 | COC(=O)C1(NC(=O)c2ccccc2)CC1c1ccsc1 (stereo not given)
-4 | Cc1ccc(CN2CCN(C3CCN(S(=O)(=O)c4ccc(C)cc4)CC3)C(=O)C2=O)cc1
4 | Cc1noc(/C=C/c2cccs2)c1S(=O)(=O)N1CCC(C(=O)NCc2ccc(Cl)cc2)CC1
8 | NC(=S)NN=C(Cc1nc(-c2ccccn2)cc2ccccc12)c1ccc(Cl)cc1

Part of the list above, in markdown:
| SMILES | ROC1-CUL1 inh |
| --- | --- |
| CC(C)C(=O)OCCN1CCOCC1 | 0 |
| CCc1nn2c(=O)cc(COC(=O)c3ccccc3NC(=O)COc3ccccc3C)nc2s1 | -11 |
| c1csc(-c2cccc3cccc(-c4cccs4)c23)c1 | -2 |

Next section.
ROC1-CUL1 inh | Molecule
7 | CCCN1CCN(C(=O)c2cc(Cl)ccc2Cl)CC1
-8 | COc1ccc(CNC(=O)c2nc(SCc3ccc(C)cc3)ncc2Cl)cc1
7 | O=C(NCc1ccccn1)C1CCN(C2CCN(CC3CC=CCC3)CC2)CC1 (stereo not given)
-10 | O=C1NC(=S)N(c2ccc(Br)cc2)C(=O)/C1=C/c1cn(CC(=O)N2CCCc3ccccc32)c2ccccc12
-5 | CC(=NNC(=O)CSc1nnc(-c2cccc(Br)c2)n1C)c1ccc([N+](=O)[O-])cc1
-2 | CCN1c2ccccc2-n2cccc2C12CCN(C(=O)Nc1ccccc1C(F)(F)F)CC2
-6 | COC(=O)Nc1ccc(S(=O)(=O)N2CCCC(C)C2)cc1 (stereo not given)
10 | CCOCCCNC(=O)c1cc(=O)[nH]c2ccc(S(=O)(=O)N3CCCC3)cc12
-9 | Cc1ccc(NC(=O)CN2C(=O)CCc3cc(S(=O)(=O)N4CCOCC4)ccc32)cc1F
0 | O=C(NC(=O)C(F)(F)F)Nc1c(Cl)cc(Cl)cc1Cl
7 | CCOC(=O)c1ccc(N=C(CC)C2N=C(c3ccccc3)OC2=O)cc1 (stereo not given)
-3 | COc1cccc(-c2cccc(N3CCC(NCC4CCC(=O)N4)CC3)c2)c1 (stereo not given)
0 | COc1ccc(N=C2CC(c3cccc(OC)c3)N(c3ccc(OC)cc3)C2=O)cc1 (stereo not given)
-3 | O=C1OC(c2ccc3c(c2)OCO3)=N/C1=C\c1ccco1
1 | COc1cc(/C=C/C(=O)O)c(Br)cc1OCc1ccc(C)cc1
3 | CC1C(=NC(=O)CSc2nnc(COc3ccccc3)n2-c2ccccc2)C(=O)N(c2ccccc2)N1C (stereo not given)
5 | O=C(CCn1c(=O)c2cccn2c2cccnc21)N1CCN(c2cccc(C(F)(F)F)c2)CC1
1 | CCCN(c1c(C)n(C)n(-c2ccccc2)c1=O)S(=O)(=O)c1ccc(C)cc1
-12 | Cc1cc2c(cc1C)n(N)c(=S)n2C
-3 | O=C(NCC1CCCN(C2CCSCC2)C1)c1cccc(C(F)(F)F)c1 (stereo not given)
0 | COc1ccc(CNC(=O)c2c3c(nc4ccccc24)C(=O)N(C2CCCCC2)C3)c(OC)c1
-2 | O=C(c1cc2ccccc2oc1=O)N(Cc1cccc(Cl)c1)C1CCS(=O)(=O)C1 (stereo not given)
-4 | Cc1cc(Br)cc(C)c1NC(=O)COc1ccccc1-c1ccccc1
0 | COc1ccc(C(=O)COC(=O)C(Cc2ccccc2)N2C(=O)c3cccc([N+](=O)[O-])c3C2=O)cc1 (stereo not given)
-10 | CCC(NS(=O)(=O)c1ccc(C)cc1)C(=O)OC (stereo not given)
3 | N=C1NC(=O)/C(=C/c2cc(Cl)c(OCCOc3ccc(Br)cc3)c(Cl)c2)S1
-7 | COc1ccc(C2=C(/C=C/c3ccccc3)CCC2)cc1
10 | Cc1c(/C=N/Nc2nc(N3CCCC3)nc(N3CCCC3)n2)c2ccccc2n1Cc1ccc(F)cc1
-15 | CCc1nonc1NC(=O)c1oc2ccc(C)cc2c1C
2 | Cc1cccc(-n2nnnc2SCC(=O)c2ccc(Cl)cc2)c1
-9 | O=C(NCC1CCCN(C(=O)Cn2cncn2)C1)c1ccc(-c2ccccc2)cc1 (stereo not given)
1 | CCOc1ccccc1C(=O)Nc1cc(-c2ccc(C)cc2)no1
4 | COc1ccc(CC2C(O)C(Cc3ccc(OC)cc3)C3CCC2N3C)cc1 (stereo not given)
4 | O=C(CC1(O)C(=O)Nc2ccccc21)c1cccc(Br)c1 (stereo not given)
-2 | Cn1c(SCC(=O)Nc2ccccc2Cl)nc2sc3c(c2c1=O)CCCC3
7 | COC1(OC)C2(Cl)CCC1(Cl)CC2
8 | Cc1ccc(C(=O)NS(=O)Nc2ccc(-c3nc4ccc(C)cc4s3)cc2)cc1 (stereo not given)
6 | C/C(=N\NC(=O)c1ccco1)c1cc(Cl)ccc1Cl
1 | O=C1C2ON(c3ccc(Cl)cc3)C(c3ccco3)C2C(=O)N1Cc1ccccc1 (stereo not given)
2 | Cc1nc(CCNc2nncc(-c3ccc(F)cc3)n2)sc1C
20 | Cc1nn(-c2nc3ccccc3s2)c2c1C(=O)CC(C)(C)C2
6 | COc1ccccc1NC(=O)c1ccc(-c2nc(COc3ccc(C)cc3)c(C)o2)cc1
-8 | COCCC(=O)N1CCCC1C(=O)Nc1ccccc1-c1ccc(OC)cc1 (stereo not given)
-7 | O=C(Nc1ccc2nc(SCC(=O)N3CCCc4ccccc43)sc2c1)c1ccccc1F
1 | CC(C)CCNC(=O)COc1cc(Cl)c(Cl)cc1Cl
7 | CN1CCCC(CN(CCc2ccccc2)Cc2ccc3nonc3c2)C1 (stereo not given)
-3 | CCc1noc(C)c1C(=O)N1CCCC(CO)(CCc2ccccc2)C1 (stereo not given)
-4 | O=C(CSc1ncnc2c1cnn2CCO)N1CCOCC1
-5 | O=C1O/C(=C\c2ccc(Cl)c(Cl)c2)c2ccccc21
3 | O=C(NCc1ccc(Cl)cc1)NCc1noc2ccccc12
-1 | CCOC(=O)c1cc(-c2ccc(OC)cc2)n(CCC(=O)Nc2ccccc2OC)c1C
-7 | Fc1ccc(Nc2nc(Nc3ccc(F)cc3)nc(N3CCOCC3)n2)cc1
3 | CCn1c(COc2ccc(Cl)cc2)nnc1SCC(=O)Nc1ccc([N+](=O)[O-])cc1
2 | O=C1CSCC2=C1C(=O)CC1c3ccccc3CCN21 (stereo not given)
-7 | CCOc1ccc(S(=O)(=O)Nc2ccc(NC(C)=O)cc2)cc1
-3 | Cc1ccc(C2Nc3ccccc3N=C3CC(C)OC(=O)C32)cc1 (stereo not given)
0 | CCCCN(Cc1ccccc1)S(=O)(=O)c1ccc2c(c1)CC(C)N2C(=O)CC (stereo not given)
1 | COC(=O)c1ccccc1NC(=O)Cn1c(=O)cc(C)c2c(C)nn(-c3cccc(Cl)c3C)c21
3 | Nc1c(C(=O)N2c3ccccc3Sc3ccc(Cl)cc32)sc2nc3c(cc12)CCCCC3
-2 | Cc1cc(NC(=O)c2cc(S(=O)(=O)Nc3ccc(Br)cc3)ccc2C)no1

(continued)
ROC1-CUL1 inh | Molecule
-5 | C/C(=N\NC(=O)COc1cccc(Br)c1)c1ccc2c3c(cccc13)CC2
-3 | CCn1c2ccccc2c2cc(NC(=O)COc3ccccc3)ccc21
1 | O=C(CCc1cccnc1)NCc1nnc2n1CCN(C(=O)/C=C/c1cc(F)ccc1F)CC2
17 | CC(=O)c1cc(CC(=O)NC2CCCN(CCc3ccccc3)C2)cs1 (stereo not given)
3 | Cc1c(C(=O)NCc2ccc(F)cc2)sc2nc(-c3ccccc3)cn12
5 | Cc1cccc(N(Cc2ccc(Br)cc2)S(C)(=O)=O)c1
11 | COC(=O)c1c(NC(=O)c2cc(=O)c3ccc(C)c(C)c3o2)sc2c1CCCC2
-4 | Cc1ccc(S(=O)(=O)c2nc(-c3cccs3)oc2SCc2ccc(F)cc2)cc1
12 | Cc1cccc(C)c1NC(=O)CSc1nc(-c2cccs2)cc(C(F)(F)F)n1
0 | O=C(CCS(=O)(=O)c1ccc(Br)cc1)Nc1ccc(F)cc1F
-1 | O=C(NCc1ccccc1)c1cc(-n2cnnc2)ccc1Cl
-2 | O=C(N=c1ccn(O)c(S(=O)(=O)c2ccccc2)c1)Nc1ccccc1
1 | CCC1CN(C(=O)N2CCC(C(=O)NCc3ccc(C)o3)CC2)c2cc(C)ccc2O1 (stereo not given)
3 | COc1ccc(C2NC(=O)N(C)C3=C2C(=O)N(c2ccccc2)C3)cc1 (stereo not given)
-9 | O=C(Cc1ccccc1)NNC(=S)Nc1cccc(C(F)(F)F)c1
-4 | COc1ccc(CCNc2nc3nc(C)c(C)nc3n2C)cc1OC
-2 | CCOc1ccccc1NC(=O)N1CCc2c(sc(C)c2CC)C1c1ccccc1 (stereo not given)
3 | COc1ccc(CNC(=O)c2ccc(N3CCCC3)c(NC(=O)NCc3ccc(F)cc3)c2)cc1
-14 | O=c1[nH]c2ccccc2c2c1CCO2
-3 | O=C(CCn1nnc2ccccc21)N/N=C/c1ccc(Cl)cc1Cl
8 | O=C(NCC1(c2ccccc2)CCOCC1)c1ccc(Cl)cc1Cl
8 | Cn1cnnc1SCC(=O)Nc1cc(Cl)cc(Cl)c1
-2 | Cc1nc2ncc3c(=O)n(Cc4cccnc4)ccc3n2n1
-2 | CCOC(=O)c1noc2ncn(Cc3cccc(C#N)c3)c(=O)c12
-2 | Cc1nc(CNC(=O)c2cc3c(C(F)(F)F)nn(C)c3s2)cc(=O)[nH]1
-4 | CCOc1ccc(-n2c(SCC(=O)Nc3cccc(Cl)c3)nc3c(oc4ccccc43)c2=O)cc1
3 | CCN(CC)CCOC(=O)c1ccc(NS(=O)(=O)c2ccc(C(C)(C)C)cc2)cc1
0 | Cc1ccc(CN(C(=O)COc2ccc(Cl)c(C)c2)C2CCS(=O)(=O)C2)o1 (stereo not given)
2 | CCOc1ccc(-n2c(SCc3nc(-c4ccc(OC)cc4)no3)nnc2-c2ccncc2)cc1
-5 | O=C(c1cccc(N2CCOCC2)c1)N1CCCC(N2CCOCC2)C1 (stereo not given)
-6 | Cn1c(C(=O)NCc2cccc(Cl)c2)cc2oc3ccccc3c21
-7 | O=C(CCCc1ccccc1)Nc1ccc(Cl)cc1
-5 | CC(=O)N1CCc2c(sc(NC(=O)CSc3ccc(F)cc3)c2-c2nc3ccccc3s2)C1
8 | CCOC(=O)c1c(CSc2ccccn2)n(C)c2cc(Br)c(O)cc12

Single values from above:
In ROC1-CUL1 inh, `O=C(CCCc1ccccc1)Nc1ccc(Cl)cc1` reads -7
In ROC1-CUL1 inh, `CC(=O)N1CCc2c(sc(NC(=O)CSc3ccc(F)cc3)c2-c2nc3ccccc3s2)C1` reads -5
In ROC1-CUL1 inh, `CCOC(=O)c1c(CSc2ccccn2)n(C)c2cc(Br)c(O)cc12` reads 8
